CHO-K1 Ca PAM: M1 PAM counterscreen hit in parental CHO-K1 cells; activation, % at 3 µM; 0.02% of 360,000 active; AID 602247; ATP EC20, Fluo-8 calcium fluorescence; 0% at ATP EC20, 100% at ATP max;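 active means activation above the run cutoff, the mean activation of all test compounds plus 3 SD, cut at about 40% in these data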;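 further: peak over basal fluorescence ratio in a 140 s read after ATP addition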
CHO parental Ca: signal in parental CHO cells, OX1R antagonist counter-screen; parental CHO-K1, ATP-induced calcium, Fluo-8 fluorescence; inhibition, % at 5.6 µM; 0.63% of 330,000 active;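 active means inhibition above that plate's mean sample inhibition plus 3 SD, cut at about 26% in these data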;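 further: 0% = ATP-challenged DMSO wells and 100% = DMSO wells without ATP; some compounds past the cut are filed as inactive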
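Test system: untransfected parental CHO cell line; also added: ATP stimulus; dosing: 5.6 µM, single dose; signal: calcium-sensitive Fluo-8 fluorescence; measure: percent inhibition of ATP-evoked calcium rise, normalized to controls; benchmarks: low control ATP plus DMSO, high control DMSO only; replication: one well per compound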
OXTR potentiate: potentiates the human oxytocin receptor response; P30559; CHO-OTR cells, Fluo-8 calcium fluorescence, potentiator mode; 0% = oxytocin EC15, 100% = EC100; activation, % at 3 µM; 0.061% of 320,000 active; AID 2445;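 active means activation above that plate's cutoff, the mean activation of tested compounds plus 3 SD, cut at about 6.6% in these data, passing the limit was not always enough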;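 further: 100% uses oxytocin at 75 nM as the full agonist control; some results filed as inactive read as strong as hits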
Target sequence (P30559 whole entry, looked up): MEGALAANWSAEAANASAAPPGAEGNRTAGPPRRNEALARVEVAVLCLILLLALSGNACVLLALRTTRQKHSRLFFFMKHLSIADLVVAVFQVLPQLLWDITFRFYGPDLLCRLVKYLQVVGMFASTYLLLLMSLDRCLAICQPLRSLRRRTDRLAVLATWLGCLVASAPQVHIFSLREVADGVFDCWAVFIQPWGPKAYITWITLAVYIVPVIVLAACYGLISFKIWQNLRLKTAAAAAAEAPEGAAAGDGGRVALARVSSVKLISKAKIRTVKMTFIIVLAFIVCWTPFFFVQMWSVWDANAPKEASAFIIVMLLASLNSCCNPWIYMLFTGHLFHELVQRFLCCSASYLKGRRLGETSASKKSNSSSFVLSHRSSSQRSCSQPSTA
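Material: human OTR in CHO cells. Compound: 3.0 µM, one dose. Timing: compound 6 min at room temperature before oxytocin, 100 s read. Evaluation: % activation of max/min ratio relative to oxytocin controls. Replication: single well per compound, singlicate. Signal: Fluo-8 calcium dye fluorescence.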
TAAR1 antagonist: antagonists of human TAAR1; AID 624466; Q96RJ0; 1.5% of 360,000 active; CHO RD-HGA16 TAAR1, Fluo-8 calcium fluorescence, antagonist; inhibition, % at 3 µM;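 active means inhibition above a per-plate cutoff, the mean inhibition of test compounds on that plate plus 3 SD, cut at about 49% in these data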;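 further: 0% = DMSO plus EC80 beta-PEA response and 100% = DMSO alone without agonist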
Target sequence (Q96RJ0 whole entry, looked up): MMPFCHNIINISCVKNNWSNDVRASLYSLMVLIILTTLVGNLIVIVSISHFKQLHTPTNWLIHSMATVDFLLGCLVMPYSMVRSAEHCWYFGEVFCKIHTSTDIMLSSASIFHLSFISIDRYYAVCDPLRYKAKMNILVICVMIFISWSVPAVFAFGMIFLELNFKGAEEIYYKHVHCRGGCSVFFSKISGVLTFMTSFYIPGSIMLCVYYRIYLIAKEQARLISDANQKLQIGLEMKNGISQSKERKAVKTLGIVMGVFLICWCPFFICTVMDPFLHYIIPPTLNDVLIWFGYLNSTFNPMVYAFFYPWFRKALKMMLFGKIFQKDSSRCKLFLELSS
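Test system: CHO RD-HGA16 cells bearing hTAAR1 | Reagent: β-PEA, EC80 | Compound dosing: 3 µM, single point | Schedule: Dye loading 75 min at 37 °C, then 30 min room temperature | Signal: Calcium fluorescence with Fluo-8 | Evaluation: Percent inhibition of PEA-evoked calcium signal, max/basal emission ratio | Control set: DMSO-only wells and EC80 β-PEA-stimulated wells | Repeats: Singlicate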
GPR7 antagonist: antagonists of human GPR7 (neuropeptides B/W receptor 1) | P48145 | GPR7-expressing cells, fluorescence antagonist assay | inhibition, % at 4.4 µM | 1.1% of 290,000 active; in the data active means inhibition above about 16%, passing the limit was not always enough;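 further: cells stimulated with the agonist NPW; 0% = agonist with vehicle and 100% = vehicle without agonist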
V1R ag counter: counter-screen for oxytocin receptor agonists: human V1a receptor agonists; P37288; CHO-V1R cells, Fluo-8 calcium fluorescence, agonist mode; 0% DMSO, 100% 3 nM vasopressin; activation, % at 3 µM; 0.25% of 320,000 active; AID 2797;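 active means activation above the mean activation of all tested compounds plus 3 SD, per screening run, cut at about 20% in these data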;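 further: signal is peak over basal fluorescence ratio across a 100 second FLIPR read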
CHO-K1 Ca antag: nonselective inhibitor or artifact in parental CHO-K1 cells; inhibition, % at 3 µM; 0.6% of 360,000 active; AID 602250; ATP-induced calcium, Fluo-8 fluorescence;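 active means inhibition above a per-plate cutoff, the plate's mean sample inhibition plus 3 SD, cut at about 24% in these data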;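 further: 0% = DMSO plus EC80 ATP and 100% = DMSO alone without ATP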
OXTR agonist: agonists of human oxytocin receptor | P30559 | CHO-OTR cells, Fluo-8 calcium fluorescence; normalized: DMSO 0%, oxytocin 100% | activation, % at 3 µM | 0.32% of 320,000 active | AID 2435;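 active means activation above the mean of all tested compounds plus 3 SD, cutoff set per screening run, cut at about 20% in these data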;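 further: peak over basal fluorescence ratio from a 100 s FLIPR kinetic read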
CHO-K1 Ca ag: M1 agonist counterscreen hit in parental CHO-K1 cells | Fluo-8 calcium fluorescence; scaled to maximal ATP response, vehicle zero | activation, % at 3 µM | 0.48% of 360,000 active | AID 602248; in the data active means activation above about 15%;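 further: untransfected CHO-K1 host cells lacking M1 receptor as counterscreen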
Numbers without * were called inactive; · = no result given. Rows are unselected; overall some 3.5% were active at least once.

Compound	TAAR1 antagonist	GPR7 antagonist	CHO parental Ca	CHO-K1 Ca antag	CHO-K1 Ca ag	V1R ag counter	OXTR potentiate	CHO-K1 Ca PAM	OXTR agonist
CC1CC(OCC(O)CN2CCOCC2)CC(C)(C)C1 (stereo unspecified)	1	-6	3	-6	0.4	0.7	-5	23	-0.2
CCc1cc(=O)oc2cc(OC(C)C(=O)O)c(Cl)cc12 (stereo unspecified)	0	-6	3	-17	0.2	6.9	-5	-3	-0.2
CCOC(=O)c1ccc(N2C(=O)CC(Sc3nc(C)cc(C)n3)C2=O)cc1 (stereo unspecified)	-2	-18	·	-11	0.8	·	·	2	·
O=C(NC(=S)Nc1ccc2[nH]c(=O)[nH]c2c1)c1cncc(Br)c1	0	-12	-3	7	-0.6	-0.1	1	-18	0.3
CC(=O)Nc1ccc(S(=O)(=O)N2CCN(c3ncccn3)CC2)cc1	3	15	-2	-2	4.2	1.9	-11	5	2.7
CC(C)c1cccc(-c2csc(C(O)c3ccco3)n2)c1 (stereo unspecified)	-4	·	·	-13	0.5	·	·	22	·
CCc1ccccc1NC(=O)CC(O)(C(=O)OC)C(F)(F)F (stereo unspecified)	16	-8	-10	-2	0.0	1.7	-7	3	1.7
CC(C)Oc1cccc(C(=O)C2CCCN(C(=O)c3ccoc3)C2)c1 (stereo unspecified)	-29	-5	-15	-3	4.0	0.0	-2	0	-1.7
Cc1ccc(CSCC(=O)N2CCN(c3ccccc3)CC2)cc1	-1	-2	-16	-13	1.4	2.6	-10	28	-1.2
Cc1ccc2c(C)c(C(=O)N3CCN(c4ccncc4)CC3)oc2c1C	-11	-4	-8	-16	2.6	1.6	0	16	0.5
O=c1c2ccccc2ncn1-c1ccccc1C(F)(F)F	0	-6	-18	-1	0.2	-0.3	-2	12	-1.4
N#C/C(=C/c1cn(-c2ccccc2)nc1-c1cccc(S(=O)(=O)N2CCOCC2)c1)C(=O)NCc1ccco1	6	1	-8	-3	0.6	1.1	-4	18	-0.6
COc1ccccc1N1CCN(C2CCCN(S(=O)(=O)c3ccccc3)C2)CC1 (stereo unspecified)	-5	-6	-4	-5	4.6	3.8	-4	11	2.3
Cn1c(CNc2nc(-c3ccccc3)cs2)nnc1SCC(=O)N1CCc2ccccc21	0	-6	-14	-2	0.0	-0.4	-15	4	-1.7
CN1CCN(C(=O)C2CCC(=O)N(CCc3cccc(F)c3)C2)CC1 (stereo unspecified)	-2	-1	-1	-4	0.5	0.7	-7	-9	0.3
C=CCNC(=O)CSc1nc2cc(C(=O)OCC)ccc2n1CC	4	-4	-11	-12	-0.2	-1.5	-1	-1	-1.4
CCOc1c(Br)cc(C(=O)N2CCCN(C)CC2)cc1OC	7	-15	-10	-4	4.0	0.2	-13	5	-1.5
C[C@H](CO)N1C[C@H](C)[C@H](CN(C)S(=O)(=O)c2cccc(F)c2)Oc2ncc(-c3cccc(C(=O)N(C)C)c3)cc2C1=O	-20	·	·	0	0.1	·	·	6	·
O=C(NCc1ccncc1)c1cnccn1	-15	11	-6	-4	0.4	0.7	-13	14	-0.7
O=C1OC(c2ccc(Br)cc2)=N/C1=C\c1ccco1	15	-9	-16	-11	-0.1	1.0	-5	16	-0.2
COc1cccc(NC(=O)N2CCc3nc(Nc4ccc(C(C)C)cc4)ncc3C2)c1	46	·	·	2	0.9	·	·	-5	·
O=c1[nH]c(SCc2ccc(Cl)cc2)nc2c1CCC2	-11	-7	-11	-2	0.4	-1.4	-2	11	-2.0
CC(C)[C@H](NC(=O)C1CCN(S(=O)(=O)c2ccc(F)cc2)CC1)C(=O)N1CCCC1	-16	-15	-9	-13	0.9	1.4	-5	15	0.4
CCOc1nc(C)ccc1-c1noc(-c2ccncc2)n1	-7	-6	-3	10	-0.4	-0.1	-9	-7	-1.7
O[C@H]1CN(Cc2cccs2)[C@@H](c2ccccc2)C[C@@H]1n1cc(-c2ccc(F)cc2)nn1	-11	·	·	-4	0.0	·	·	17	·

Going on with the list.
Compound	TAAR1 antagonist	GPR7 antagonist	CHO parental Ca	CHO-K1 Ca antag	CHO-K1 Ca ag	V1R ag counter	OXTR potentiate	CHO-K1 Ca PAM	OXTR agonist
CCOC(=O)C1CCCCN1C(=O)CCc1c(C)nc2cc(-c3ccccc3)nn2c1C (stereo unspecified)	4	9	-8	9	0.2	-0.7	-2	11	-1.0
COc1ccc(NC(=O)CN(C)C(=O)c2cc(C)oc2C)cc1	-28	·	·	-4	-0.2	·	·	-6	·
COCCCNC(=O)c1csc([C@H]2C[C@H](O)[C@@H](CO)O2)n1	-31	·	·	-1	0.5	·	·	13	·
CCOc1ccc(Nc2oc(-c3cccs3)nc2C#N)cc1	-3	-16	4	-20	0.8	-0.2	-12	19	-1.4
O=C1C2C3C=CC(C3)C2C(=O)N1CCc1ccccc1 (stereo unspecified)	-5	-2	-6	-14	0.8	0.6	-3	3	1.3
Cc1cn([C@@H](CCCCN)C(=O)NCCCCCCCCCCC(=O)N2CCNCC2)nn1	10	·	-8	21	0.4	1.3	-14	-12	2.0
Cc1ccc(C(=O)NC(=S)/C=C2\N(C)c3ccccc3C2(C)C)cc1	12	-7	6	1	0.9	0.5	-8	10	-1.9
COc1ccc(-c2nc3ccccc3[nH]2)cc1	12	-1	1	-2	0.4	-0.2	-2	6	-1.1
COc1ccc(Cl)cc1S(=O)(=O)N(C)CC(=O)NCc1ccc2c(c1)OCO2	-25	-1	-25	-16	3.5	2.8	0	4	0.2
COCC(C)n1c(C)cc(C(=O)CSc2nnc(N)s2)c1C (stereo unspecified)	18	1	-23	9	0.2	0.2	-14	-7	-0.8
O=C(NCCn1c(C(F)(F)F)nc2ccccc21)[C@H]1CCCN1c1nc(CN2CCCCC2)cs1	-20	-5	-24	-10	0.2	-0.8	-9	8	-0.3
O=C(CCc1ccccc1)Nc1ccccc1F	-19	18	6	-18	1.1	-0.9	-14	21	-1.5
CCOc1cc(C(=O)O)cc(Cl)c1OC	-5	0	-2	9	-0.2	-0.4	-13	-6	-0.1
CN(c1ccc(C(=O)N2CCN(Cc3ccccc3)CC2)cc1)S(=O)(=O)c1ccc(Cl)cc1	14	32*	-1	-5	5.7	4.4	-11	16	-0.8
OC(COCC(F)(F)C(F)(F)C(F)(F)C(F)F)Cn1c2ccccc2c2ccccc21 (stereo unspecified)	38	0	-4	13	-0.1	-0.4	-4	-9	1.7
Cc1ccc(NC(=O)CSCC(=O)Nc2ccc(S(=O)(=O)N3CCCC3)cc2)cc1	3	·	-15	-2	1.5	-0.5	0	7	-0.8
CS(=O)(=O)N(CC(=O)Nc1ccc(S(=O)(=O)N2CCOCC2)cc1)c1ccccc1Cl	5	2	-2	14	0.4	0.0	3	10	1.4
CCOC1=C2[C@H](c3ccccc3)N(S(=O)(=O)c3ccc(C)cc3)C(C(C)(C)C)[C@H]2C(C#N)(C#N)C(C#N)(C#N)C1 (stereo partly specified)	-13	·	·	1	0.8	·	·	14	·
COc1ccc(NC(=O)C2(C)Cc3c(-c4ccc(NC(C)=O)cc4)ccnc3O2)cc1OC (stereo unspecified)	-35	·	·	3	-1.1	·	·	9	·
COc1ccc(NC(=O)c2cc(-c3cc(Cl)ccc3C)n[nH]2)cc1OC	33	·	·	-7	3.9	·	·	-3	·
c1cn(CCCNc2ncnc3sc4c(c23)CCC4)cn1	-1	-3	-15	-19	0.2	0.1	-25	28	-1.0
Cc1ccc(NC2=CC(=O)CC(C)(C)C2)cc1C	1	2	-18	0	0.1	-1.0	4	10	-0.4
CC(=O)c1ccc(N=Cc2c(O)n(-c3cc(Cl)ccc3N3CCOCC3)c(=O)c3ccccc23)cc1	-22	7	-4	-3	-0.4	-0.5	1	7	-0.6
C/C(=N\NC(=O)C1COc2ccccc2O1)c1cccs1 (stereo unspecified)	3	8	-8	-5	7.5	-0.1	-8	7	0.6
COC(=O)c1ccc(N=Cc2c(C(F)(F)F)[nH]n(C)c2=O)cc1	-5	-2	4	-3	0.6	0.5	-11	21	0.5

Going on with the list:
Compound	TAAR1 antagonist	GPR7 antagonist	CHO parental Ca	CHO-K1 Ca antag	CHO-K1 Ca ag	V1R ag counter	OXTR potentiate	CHO-K1 Ca PAM	OXTR agonist
Cc1cccc(NC(=O)c2nc[nH]c2C(=O)Nc2cc(Br)ccc2F)c1	-14	·	·	20	-0.4	·	·	-10	·
Clc1ccc(-c2nnc3cccc(Cl)n23)c(Cl)c1	-25	0	-21	-10	0.1	-0.8	-8	15	-2.1
O=C(NC1CCCCC1)N1CCN(C(=O)c2ccco2)CC1	-6	-6	-6	-22	0.2	0.1	-2	13	0.8
COc1ccc(S(=O)(=O)N2CCCCCC2)cc1NC(=O)CCNC(=O)c1ccccc1Cl	4	·	·	0	3.6	·	·	-2	·
Cc1ccc(C(=O)Nc2cccc(C(F)(F)F)c2)cc1Nc1ccccn1	23	·	-23	-13	-0.5	-0.4	-3	5	-2.6
COC(=O)Cc1csc(Nc2c(C)n(C)n(-c3ccccc3)c2=O)n1	6	12	-9	-20	0.8	-0.6	-11	28	0.0
COc1ccc(Cc2nnc(SCC(=O)NCC3CCCO3)o2)cc1 (stereo unspecified)	-3	6	-1	-12	0.0	1.3	-8	3	-0.8

From PubChem
